Assay outcomes deposited in PubChem BioAssay by Broad Institute.
TcdB GH inh: TcdB glycohydrolase inhibitors, primary screen, biochemical, single point, plate reader; Toxin B (Clostridioides difficile), P18177; TcdB glycohydrolase enzymatic assay; inhibition, % at 9.99 µM; 0.24% of 350,000 active; AID 652162, 2013; in the data active = inhibition above about 10%
Target sequence (P18177 whole entry, looked up): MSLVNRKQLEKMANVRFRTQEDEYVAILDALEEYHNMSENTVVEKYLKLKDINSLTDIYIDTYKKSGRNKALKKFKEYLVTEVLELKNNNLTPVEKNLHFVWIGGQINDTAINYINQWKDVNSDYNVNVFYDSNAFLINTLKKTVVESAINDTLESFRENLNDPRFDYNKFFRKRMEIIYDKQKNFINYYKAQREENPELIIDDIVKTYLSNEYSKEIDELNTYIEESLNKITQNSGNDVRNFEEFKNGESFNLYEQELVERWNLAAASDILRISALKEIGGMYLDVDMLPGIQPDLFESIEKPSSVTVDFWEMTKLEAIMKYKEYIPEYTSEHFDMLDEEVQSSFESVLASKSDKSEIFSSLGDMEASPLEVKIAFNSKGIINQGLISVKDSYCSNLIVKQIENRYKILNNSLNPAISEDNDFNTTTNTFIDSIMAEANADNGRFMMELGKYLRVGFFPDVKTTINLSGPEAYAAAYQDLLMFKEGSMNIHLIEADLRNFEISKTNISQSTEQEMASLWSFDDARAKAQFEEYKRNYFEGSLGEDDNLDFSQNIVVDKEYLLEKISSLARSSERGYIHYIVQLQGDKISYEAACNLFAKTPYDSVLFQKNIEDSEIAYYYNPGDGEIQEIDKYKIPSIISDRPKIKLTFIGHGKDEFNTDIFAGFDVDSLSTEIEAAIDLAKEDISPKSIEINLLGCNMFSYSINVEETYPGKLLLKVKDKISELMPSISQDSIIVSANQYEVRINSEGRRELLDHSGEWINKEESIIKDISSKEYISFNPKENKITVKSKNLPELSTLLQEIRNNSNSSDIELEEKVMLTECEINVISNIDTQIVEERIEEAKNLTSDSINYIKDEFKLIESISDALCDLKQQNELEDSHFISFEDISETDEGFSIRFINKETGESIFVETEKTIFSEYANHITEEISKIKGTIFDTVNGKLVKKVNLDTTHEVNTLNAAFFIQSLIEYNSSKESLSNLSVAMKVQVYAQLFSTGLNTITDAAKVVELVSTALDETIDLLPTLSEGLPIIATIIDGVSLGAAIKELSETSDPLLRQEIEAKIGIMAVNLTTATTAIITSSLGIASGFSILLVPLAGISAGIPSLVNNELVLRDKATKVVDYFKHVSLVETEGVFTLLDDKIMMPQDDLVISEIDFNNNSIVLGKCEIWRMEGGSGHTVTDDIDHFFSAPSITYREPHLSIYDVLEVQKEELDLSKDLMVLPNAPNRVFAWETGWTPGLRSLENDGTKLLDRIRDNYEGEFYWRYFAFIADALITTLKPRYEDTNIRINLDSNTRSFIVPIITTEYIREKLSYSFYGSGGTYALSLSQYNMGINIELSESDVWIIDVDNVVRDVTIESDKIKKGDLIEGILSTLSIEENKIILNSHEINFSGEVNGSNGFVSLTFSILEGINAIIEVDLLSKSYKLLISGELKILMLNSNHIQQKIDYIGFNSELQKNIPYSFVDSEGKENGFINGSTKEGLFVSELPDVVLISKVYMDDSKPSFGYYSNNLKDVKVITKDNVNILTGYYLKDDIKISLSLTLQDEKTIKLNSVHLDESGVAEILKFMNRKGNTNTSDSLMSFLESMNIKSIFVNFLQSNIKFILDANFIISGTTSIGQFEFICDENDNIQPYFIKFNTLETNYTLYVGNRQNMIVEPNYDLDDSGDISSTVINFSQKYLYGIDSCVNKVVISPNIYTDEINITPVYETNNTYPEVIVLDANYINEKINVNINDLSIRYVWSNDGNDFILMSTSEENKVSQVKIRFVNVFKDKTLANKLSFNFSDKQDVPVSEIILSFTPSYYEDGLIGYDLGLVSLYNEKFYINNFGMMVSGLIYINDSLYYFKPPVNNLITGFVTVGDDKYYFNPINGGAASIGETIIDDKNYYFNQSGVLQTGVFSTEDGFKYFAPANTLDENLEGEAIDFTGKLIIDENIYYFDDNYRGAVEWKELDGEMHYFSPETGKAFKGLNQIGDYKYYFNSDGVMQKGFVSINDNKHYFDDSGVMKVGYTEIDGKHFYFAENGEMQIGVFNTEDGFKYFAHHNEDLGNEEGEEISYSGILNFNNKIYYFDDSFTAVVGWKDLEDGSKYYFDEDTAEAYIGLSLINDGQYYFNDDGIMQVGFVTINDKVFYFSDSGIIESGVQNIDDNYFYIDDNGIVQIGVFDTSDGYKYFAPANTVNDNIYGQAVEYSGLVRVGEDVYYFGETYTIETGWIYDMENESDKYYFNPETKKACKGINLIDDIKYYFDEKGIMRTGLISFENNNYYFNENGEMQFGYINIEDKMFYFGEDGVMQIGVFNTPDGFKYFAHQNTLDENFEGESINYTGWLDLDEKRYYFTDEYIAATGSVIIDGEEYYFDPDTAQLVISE
An asterisk follows results filed as active; & = joins results of further samples. These rows are one share of the data, so the mix of outcomes need not match the whole.

SMILES	TcdB GH inh
COc1ccc2c3c(n(C)c2c1)[C@H](CO)N(C(=O)CN(C)C)CC31CN(S(C)(=O)=O)C1	1.8
Cc1noc(C)c1NC(=O)N(C)C[C@@H]1Oc2ncc(C#CCN(C)C)cc2C(=O)N([C@H](C)CO)C[C@@H]1C	-0.3&-0.5
C[C@@H]1CCCCO[C@H](CN(C)C(=O)Nc2ccccc2)[C@H](C)CN([C@@H](C)CO)C(=O)c2cc(NC(=O)Nc3ccccc3)ccc2O1	-0.2
C[C@H](CO)N1C[C@H](C)[C@H](CN(C)S(=O)(=O)c2cn(C)cn2)Oc2ccc(NC(=O)CCCN(C)C)cc2C1=O	0.7
CC(=O)N(C)C[C@@H]1Oc2ncc(C#CC3(O)CCCC3)cc2C(=O)N([C@H](C)CO)C[C@H]1C	-0.4
COc1ccc2c3c(n(C)c2c1)[C@@H](CO)N(C(=O)C1CCOCC1)CC31CCN(Cc2cccc(F)c2)CC1	0.0
Cc1noc(C)c1S(=O)(=O)Nc1ccc2c(c1)CC(=O)N([C@@H](C)CO)C[C@H](C)[C@@H](CN(C)S(=O)(=O)c1cccs1)O2	0.5
CCCNC(=O)C[C@H]1CC[C@@H]2[C@H](COC[C@@H](O)CN2C(=O)Nc2cccc(Cl)c2)O1	0.0
CO[C@@H]1CN(C)C(=O)c2ccc(NC(=O)C3CC3)cc2OC[C@@H](C)N(CCc2ccccc2)C[C@H]1C	-1.4
C[C@H](CO)N1C[C@H](C)[C@@H](CN(C)C)OCCCC[C@H](C)Oc2ccc(NC(=O)CCCN(C)C)cc2C1=O	2.3
CN1CCN(C(=O)C[C@H]2CC[C@H]3[C@H](COc4ccc(NC(=O)C5CCOCC5)cc4C(=O)N3C)O2)CC1	0.4
O=C(Cc1cccnc1)N1CC2(C1)[C@@H](c1ccccc1)[C@@H](CO)N2C(=O)C1CCC1	0.2
CCCN(C)C[C@@H]1Oc2cc(C#CCC(C)C)ccc2S(=O)(=O)N([C@@H](C)CO)C[C@H]1C	0.1
C[C@@H]1CN([C@@H](C)CO)C(=O)Cc2cc(NC(=O)Nc3ccc(F)cc3)ccc2O[C@H]1CN(C)C(=O)NC1CCCCC1	0.3
COc1ccc2c3c([nH]c2c1)[C@@H](CO)N(C(=O)C1CCC1)CC31CCN(C(=O)c2ccccn2)CC1	0.1

Molecules above with a halogen, in the order listed:
SMILES	TcdB GH inh
COc1ccc2c3c(n(C)c2c1)[C@@H](CO)N(C(=O)C1CCOCC1)CC31CCN(Cc2cccc(F)c2)CC1	0.0
CCCNC(=O)C[C@H]1CC[C@@H]2[C@H](COC[C@@H](O)CN2C(=O)Nc2cccc(Cl)c2)O1	0.0
C[C@@H]1CN([C@@H](C)CO)C(=O)Cc2cc(NC(=O)Nc3ccc(F)cc3)ccc2O[C@H]1CN(C)C(=O)NC1CCCCC1	0.3

Later entries.
SMILES	TcdB GH inh
COCC(=O)N1CC2(CCN(C(=O)c3ccccn3)CC2)c2c(n(C)c3cc(OC)ccc23)[C@@H]1CO	0.8
COc1ccc(-c2cnc3c(c2)C(=O)N([C@@H](C)CO)C[C@@H](C)[C@@H](CN(C)C(=O)Cc2ccccc2)O3)cc1	0.0
COc1ccc(NC(=O)N(C)C[C@@H]2Oc3ccc(NC(=O)C4CCCCC4)cc3C(=O)N([C@@H](C)CO)C[C@H]2C)cc1	0.3
Cc1noc(C)c1S(=O)(=O)Nc1ccc2c(c1)C(=O)N([C@@H](C)CO)C[C@H](C)[C@H](CN(C)C(=O)c1ccncc1)OCCCC[C@H](C)O2	-0.6
Cc1ccc(S(=O)(=O)N[C@H]2CC[C@H](CC(=O)NCCN3CCCCC3)O[C@H]2CO)cc1	0.8
O=C(Nc1cc(F)ccc1F)N1CCCCN2[C@H](CO)[C@@H](c3ccc(-c4cncnc4)cc3)[C@H]2C1	-0.9
C[C@H](CO)N1C[C@H](C)[C@@H](CN(C)C(=O)Nc2ccc(F)cc2)Oc2c(NC(=O)c3nc4ccccc4s3)cccc2C1=O	0.6
C[C@@H]1CN([C@H](C)CO)S(=O)(=O)c2ccc(C#CC3(O)CCCC3)cc2O[C@H]1CN(C)C(=O)Nc1cccc(F)c1	0.2
C[C@@H]1CN([C@H](C)CO)C(=O)Cc2cc(NC(=O)Cc3cn(C)c4ccccc34)ccc2O[C@H]1CN(C)Cc1ccc2c(c1)OCO2	-1.7
CO[C@@H](CN(C)C(=O)c1cnccn1)[C@@H](C)CN([C@@H](C)CO)S(=O)(=O)c1ccc(F)cc1	-0.4
Cc1noc(C)c1S(=O)(=O)N(C)C[C@H]1Oc2ccc(NC(=O)CCC(F)(F)F)cc2CC(=O)N([C@@H](C)CO)C[C@H]1C	2.9
C[C@H]1CN([C@@H](C)CO)C(=O)c2cccc(NC(=O)Nc3cccc4ccccc34)c2O[C@H]1CN(C)C(=O)Nc1ccc(C(F)(F)F)cc1	-1.7
COc1ccc(C#Cc2ccc3c(c2)O[C@@H](CN(C)C(=O)NC2CCCCC2)[C@H](C)CN([C@H](C)CO)S3(=O)=O)cc1	0.5
CN(C)C(=O)C[C@H]1C[C@H]2c3cc(NC(=O)Nc4ccc(C(F)(F)F)cc4)ccc3O[C@H]2[C@@H](CO)O1	1.8
COCC(=O)N1[C@H](C#N)[C@@H](c2ccccc2-c2cccc(OC)c2)[C@@H]1CO	0.0

Copied from the list:
TcdB GH inh result of Cc1noc(C)c1S(=O)(=O)Nc1ccc2c(c1)C(=O)N([C@@H](C)CO)C[C@H](C)[C@H](CN(C)C(=O)c1ccncc1)OCCCC[C@H](C)O2 → -0.6
TcdB GH inh result of C[C@H]1CN([C@@H](C)CO)C(=O)c2cccc(NC(=O)Nc3cccc4ccccc34)c2O[C@H]1CN(C)C(=O)Nc1ccc(C(F)(F)F)cc1 → -1.7

The results go on:
SMILES	TcdB GH inh
Cc1noc(C)c1S(=O)(=O)N(C)C[C@H]1OCCCC[C@H](C)Oc2ccc(NC(=O)Nc3cccc4ccccc34)cc2C(=O)N([C@H](C)CO)C[C@@H]1C	0.5
C[C@@H]1CN([C@@H](C)CO)C(=O)c2cccc(NS(=O)(=O)c3cccs3)c2O[C@@H]1CN(C)Cc1ccc(-c2ccccc2)cc1	-2.0
Cc1ccc(S(=O)(=O)N2CC[C@@H]3[C@H]2c2cc(-c4ccccc4F)ccc2N(C)[C@H]3CO)cc1	0.4
OC[C@@H]1[C@@H](c2ccc(-c3ccc(F)cc3)cc2)[C@H]2CN(Cc3ccncc3)CCCCN12	0.0
Cc1ccc(S(=O)(=O)Nc2ccc3c(c2)C(=O)N([C@@H](C)CO)C[C@H](C)[C@H](CN(C)S(C)(=O)=O)O3)cc1	0.1
C[C@H]1CN([C@@H](C)CO)C(=O)c2cc(C#Cc3cccc(F)c3)cnc2O[C@@H]1CN(C)CC1CCOCC1	0.5
C[C@@H](NC(=O)C[C@H]1C[C@@H]2c3cc(NC(=O)Nc4ccccc4F)ccc3O[C@@H]2[C@@H](CO)O1)c1ccccc1	-1.7
O=C(O)C[C@@H]1C[C@@H]2c3cc(NC(=O)NC4CCCCC4)ccc3O[C@@H]2[C@H](CO)O1	0.0
CN(C)C(=O)[C@@H]1[C@@H](CO)[C@@H]2Cn3c(ccc(-c4ccncc4)c3=O)[C@@H]2N1Cc1ccccc1F	-0.3
COc1cccc(S(=O)(=O)N(C)C[C@H]2Oc3ncc(C#CCC(C)C)cc3C(=O)N([C@@H](C)CO)C[C@@H]2C)c1	0.3
CCCC#Cc1ccc([C@H]2[C@@H](CO)N3C(=O)CN(C(=O)Nc4ccccc4F)C[C@@H]23)cc1	2.3
O=C(C[C@H]1C[C@@H]2c3cc(NC(=O)C4CCOCC4)ccc3O[C@@H]2[C@@H](CO)O1)NCc1ccncc1	-1.0
Cc1ccc(S(=O)(=O)NCC[C@@H]2CC[C@H](NC(=O)Nc3ccccc3F)[C@H](CO)O2)cc1	0.8
CCCN1[C@@H]2c3ccc(/C=C/c4ccccc4)c(=O)n3C[C@@H]2[C@@H](CO)[C@@H]1C(=O)NCC	1.4
O=C(C[C@H]1CC[C@@H]2[C@H](COC[C@@H](O)CN2S(=O)(=O)c2ccccc2F)O1)NCc1ccccc1F	2.0
CO[C@@H]1CN(C)C(=O)c2cc(NC(=O)Nc3ccccc3F)ccc2OC[C@@H](C)N(C(C)=O)C[C@@H]1C	0.0
Cc1ccc(-c2cnc3c(c2)C(=O)N([C@H](C)CO)C[C@H](C)[C@H](CN(C)C(=O)c2cccc(F)c2)O3)cc1	1.2
C[C@@H]1CCCCO[C@H](CN(C)S(=O)(=O)c2cccs2)[C@@H](C)CN([C@H](C)CO)C(=O)c2cc(N(C)C)ccc2O1	-3.7
CN(C)CC(=O)N[C@@H]1CC[C@@H](CC(=O)NCc2ccccc2F)O[C@@H]1CO	-2.5
O=C(C[C@@H]1C[C@@H]2c3cc(NC(=O)CC4CC4)ccc3O[C@@H]2[C@@H](CO)O1)NCc1cccnc1	-1.7
Cn1cnc(CCNC(=O)C[C@@H]2CC[C@@H]3[C@H](COC[C@H](O)CN3C(=O)C3CC3)O2)c1	-0.1
C[C@H]1CN([C@@H](C)CO)C(=O)c2cc(NC(=O)Cc3ccccc3)ccc2O[C@@H]1CN(C)C(=O)Nc1ccc(C(F)(F)F)cc1	-1.5
C/C=C/c1ccc2c(c1)O[C@@H](CN(C)C(=O)Nc1ccc(OC)cc1)[C@@H](C)CN([C@@H](C)CO)S2(=O)=O	1.9
C[C@H](CO)N1C[C@H](C)[C@@H](CN(C)C)Oc2cc(C#CC3CC3)ccc2S1(=O)=O	-8.1
O=C(C[C@@H]1C[C@H]2c3cc(NC(=O)NC4CCCC4)ccc3O[C@H]2[C@H](CO)O1)NCC1CC1	-0.1
Cc1noc(C)c1NC(=O)Nc1ccc2c(c1)C(=O)N([C@@H](C)CO)C[C@H](C)[C@@H](CN(C)Cc1ccc(C(F)(F)F)cc1)OCCCC[C@@H](C)O2	-0.1
Cc1noc(C)c1NC(=O)N[C@@H]1CC[C@H](CCNC(=O)C2CCOCC2)O[C@@H]1CO	-15
C[C@H]1CN([C@@H](C)CO)C(=O)c2cc(NS(=O)(=O)c3ccc(Cl)cc3)ccc2O[C@H]1CN(C)S(=O)(=O)c1cccs1	0.9
C[C@@H]1CN([C@H](C)CO)C(=O)c2cc(NC(=O)Nc3cccc4ccccc34)ccc2O[C@@H](C)CCCCO[C@@H]1CN(C)C(=O)C1CCCCC1	-0.6
C[C@H]1CN([C@@H](C)CO)C(=O)c2cc(C#CC(C)(C)O)cnc2O[C@@H]1CN(C)C(=O)c1ccccc1F	-0.3
C[C@@H]1CN([C@H](C)CO)C(=O)c2cc(NS(=O)(=O)c3cn(C)cn3)ccc2O[C@@H](C)CCCCO[C@@H]1CN(C)C	0.8
C[C@@H]1CN([C@H](C)CO)C(=O)c2cc(NC(=O)Nc3ccc4c(c3)OCO4)ccc2O[C@H]1CN(C)Cc1ccc(-c2ccccc2)cc1	-0.1
C[C@@H]1CCCCO[C@@H](CN(C)CC2CCCCC2)[C@H](C)CN([C@@H](C)CO)C(=O)c2cc(NC(=O)Nc3cccc4ccccc34)ccc2O1	1.3
C[C@H](CO)N1C[C@H](C)[C@@H](CN(C)C(=O)Nc2ccc(C(F)(F)F)cc2)Oc2ncc(-c3cccnc3)cc2C1=O	1.4
CN(C)C(=O)c1cccc(-c2ccc([C@@H]3[C@@H](CO)N(C(=O)C4CC4)[C@H]3C#N)cc2)c1	0.7
C/C=C/c1ccc([C@H]2[C@@H](CO)N(CCC)[C@H]2CNC(=O)CN2CCOCC2)cc1	-11
CC=Cc1ccc2n(c1=O)C[C@@H]1[C@@H](CO)[C@H](C(=O)N3CCc4ccccc4C3)[C@H]2N1Cc1cocn1 (mixture of isomers)	-0.5
O=C(NCC[C@@H]1CC[C@@H](NC(=O)C2CCCCC2)[C@@H](CO)O1)c1cc(Cl)cc(Cl)c1	0.2
COCC(=O)Nc1ccc2c(c1)C(=O)N(C)[C@@H]1CC[C@H](CC(=O)NCCc3ccncc3)O[C@H]1CO2	0.0
O=C(NCCN1CCCC1)[C@@H]1[C@@H](CO)[C@@H]2Cn3c(cccc3=O)[C@H]1N2C(=O)NC1CCCC1	-0.1
CCC(=O)N(C)C[C@@H]1Oc2cc(C#CCC3CCCC3)ccc2S(=O)(=O)N([C@@H](C)CO)C[C@H]1C	-0.3
C[C@H](CO)N1C[C@H](C)[C@H](CN(C)Cc2ccc(C(=O)Nc3ccccc3N)cc2)Oc2ccc(NC(=O)Nc3cccc4ccccc34)cc2CC1=O	0.2
C[C@@H]1CN([C@H](C)CO)S(=O)(=O)c2ccc(C#Cc3cccc(F)c3)cc2O[C@H]1CN(C)S(=O)(=O)c1ccccc1F	-0.3
CCNC(=O)Nc1ccc2c(c1)C(=O)N(C)[C@H]1CC[C@@H](CC(=O)NCc3ccccc3F)O[C@@H]1CO2	0.4
CN(C)CC(=O)N1CCCCN2[C@H](CO)[C@H](c3ccc(-c4cccc(C(=O)N(C)C)c4)cc3)[C@@H]2C1	0.6

Fetched by structure from the list above:
SMILES	TcdB GH inh
CCNC(=O)Nc1ccc2c(c1)C(=O)N(C)[C@H]1CC[C@@H](CC(=O)NCc3ccccc3F)O[C@@H]1CO2	0.4
O=C(NCCN1CCCC1)[C@@H]1[C@@H](CO)[C@@H]2Cn3c(cccc3=O)[C@H]1N2C(=O)NC1CCCC1	-0.1
C[C@@H]1CN([C@H](C)CO)C(=O)c2cc(NS(=O)(=O)c3cn(C)cn3)ccc2O[C@@H](C)CCCCO[C@@H]1CN(C)C	0.8

(next part)
SMILES	TcdB GH inh
CO[C@@H]1CN(C)C(=O)c2ccc(NS(C)(=O)=O)cc2OC[C@H](C)N(C(=O)C2CCCC2)C[C@H]1C	-0.3
COc1ccc(C(=O)Nc2ccc(CN3C(=O)[C@]4(O[C@H](CC(=O)N5Cc6ccccc6C[C@H]5CO)[C@@H]([Si](C)(C)c5ccc(OC)cc5)[C@@H]4C)c4ccccc43)cc2)cc1	0.1
C[C@@H]1CN([C@H](C)CO)C(=O)c2cc(NS(=O)(=O)c3cn(C)cn3)ccc2O[C@@H](C)CCCCO[C@@H]1CN(C)CC1CC1	-0.6
O=C(C[C@H]1CC[C@H]2[C@@H](COC[C@@H](O)CN2C(=O)c2ccc(F)cc2)O1)N1CCOCC1	-0.2
